Screening data (PubChem BioAssay)
HSF-1 act – HSF-1 activators, primary screen, NIH3T3-HGL cells, MG132 stress, luminescence, single point; activation, % at 9 µM; NIH3T3-HGL HSF-1 luciferase reporter, 8 h; 100% = twice DMSO control signal; AID 504408, 2011; 1.7% of 300,000 active;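 active = mean replicate activation of at least 50% with a set share of replicates each reaching 50%; inconclusive = only one of those two conditions met; inactive = mean below 50% and too few replicates reaching it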;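 note: 0% = median of the neutral control wells and 100% = twice that signal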
GSK3B inh – human GSK3beta kinase inhibitors, primary screen, biochemical, cell-free homogeneous, HTS | activity score (negative = inhibition), % at 10 µM | GST-GSK3beta kinase, ADP-Glo luminescence, 60 min; active compounds read low | 0.038% of 300,000 active | Glycogen synthase kinase-3 beta (Homo sapiens), P49841 | AID 2097, 2009;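 active = more than half of replicate wells score below -50%, meaning over 50% inhibition versus plate controls; inconclusive = some replicates but at most half score below -50%; inactive = no replicate scores below -50%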;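 note: 0% = median DMSO wells and -100% = median GW8510 positive control wells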
Target sequence (P49841 whole entry, looked up): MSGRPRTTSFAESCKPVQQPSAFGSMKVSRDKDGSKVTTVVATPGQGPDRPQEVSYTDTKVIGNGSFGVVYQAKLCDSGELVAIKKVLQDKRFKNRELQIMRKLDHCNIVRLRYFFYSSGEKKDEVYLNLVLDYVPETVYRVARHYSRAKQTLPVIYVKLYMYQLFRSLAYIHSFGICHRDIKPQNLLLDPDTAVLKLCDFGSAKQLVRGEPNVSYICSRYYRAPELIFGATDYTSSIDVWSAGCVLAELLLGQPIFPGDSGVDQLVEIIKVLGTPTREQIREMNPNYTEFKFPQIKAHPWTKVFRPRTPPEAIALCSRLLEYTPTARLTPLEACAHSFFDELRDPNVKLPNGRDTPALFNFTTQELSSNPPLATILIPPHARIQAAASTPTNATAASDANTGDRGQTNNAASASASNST
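Assay system: GST-tagged human GSK3beta kinase, cell-free; Input: 1.6 ng GSK3beta; Medium: Tris/MgCl2 kinase buffer; Timing: 60 min enzyme reaction, room temperature; Signal: ADP-Glo luminescence quantifying ADP generated by kinase; Evaluation: score relative to plate controls; Benchmarks: DMSO neutral wells and GW8510 at 20 µM as positive.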
AI-2 QS modul – Vibrio harveyi AI-2 quorum sensing modulators, primary screen, JMH597 strain, luminescence/OD600 ratio; Vibrio harveyi JMH597 AI-2 luminescence/OD600 ratio, 9 h; active compounds read low; strain lacks LuxN and CqsS sensors; 0 = neutral-control median; activity change, % at 7.5 µM; 0.4% of 300,000 active; in the data active = activity change below about -75%, passing the limit was not always enough; inconclusive = no clear call, values can overlap the other calls;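 note: luminescence divided by OD600 gain over 9 h not by final OD600 alone; inactives centre near 13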
GSK3 alpha inh – blockers of GSK3A enzyme activity – biochemical, luminescence, cell-free homogeneous, HTS, primary screen; inhibition, % at 10 µM; Glycogen synthase kinase-3 alpha (Homo sapiens), P49840; GSK-3 alpha kinase, ADP-Glo luminescence, 60 min; 0.1% of 320,000 active; AID 2650, 2010;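 in the data active = inhibition above about 50%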;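 note: GST-tagged GSK-3 alpha with peptide substrate and 25 µM ATP; 0% = DMSO neutral wells and 100% = GW8510 positive control wells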
Target sequence (P49840 whole entry, looked up): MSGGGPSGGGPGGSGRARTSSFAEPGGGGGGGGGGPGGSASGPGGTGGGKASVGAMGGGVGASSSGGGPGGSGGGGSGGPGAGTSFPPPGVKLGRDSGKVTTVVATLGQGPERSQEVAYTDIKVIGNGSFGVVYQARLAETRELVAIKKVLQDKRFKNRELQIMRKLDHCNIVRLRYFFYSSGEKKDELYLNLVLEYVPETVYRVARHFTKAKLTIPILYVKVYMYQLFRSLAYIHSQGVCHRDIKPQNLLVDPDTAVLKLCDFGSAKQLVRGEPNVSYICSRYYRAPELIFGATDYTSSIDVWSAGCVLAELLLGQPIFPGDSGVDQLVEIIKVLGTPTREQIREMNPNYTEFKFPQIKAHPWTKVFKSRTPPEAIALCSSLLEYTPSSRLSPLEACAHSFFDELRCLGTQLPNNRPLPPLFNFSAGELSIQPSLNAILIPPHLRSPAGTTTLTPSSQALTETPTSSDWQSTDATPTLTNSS
HSF1 inhib – HSF1 inhibitors in luciferase reporter cells, primary screen, cell-based, NIH3T3, luminescence; NIH3T3-HGL HSE-luciferase, MG132-induced, luminescence 8 h; active compounds read low; activity change, negative = inhibition, % at 7.5 µM (by protocol); 0.77% of 300,000 active;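 active = more than half of replicate wells show activity change below -50%, luminescence cut by over half; inconclusive = some wells, but at most half, below -50%; inactive = no replicate well below -50%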;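 note: luciferase reports HSF-1 transcriptional activity via heat shock element; 0% = median of DMSO wells and -100% = zero luminescence signal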
PolyA inhibitor – polyadenylation inhibitors in yeast reporter cells, primary screen, luminescence, S. cerevisiae | calls only at 12 µM | S. cerevisiae SKY197-pL101 polyadenylation reporter, beta-gal luminescence; efflux-impaired pdr1/pdr3 knockout yeast; score 100 = 6 SD above DMSO | 0.02% of 300,000 active | AID 1875, 2009;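 active = lowest replicate activity score at least 50, where 100 means six control SD above control mean; inconclusive = lowest score under 50 but half or more replicates reach 50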;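 note: yeast exposed to compound for 9 h at 30 °C; higher score means more reporter readthrough which indicates perturbed polyadenylation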
aSyn UTR inh – MLPCN primary screen, SNCA 5' untranslated region; 0.82% of 300,000 active; alpha-synuclein 5'UTR reporter, inhibitor activity; inhibition, % (tested at 7.5 µM); in the data active = inhibition above about 60%; inconclusive = no clear call, values can overlap the other calls;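 note: H4 neuroglioblastoma cells stably carrying SNCA 5'UTR luciferase fusion; 0% = DMSO wells and 100% = positive control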
IEC-6 cytotox – cytotoxicity in IEC-6 intestinal epithelial cells, primary screen, cytotoxicity control for KLF5 inhibitor project, cell-based, luminescence | IEC-6 cytotoxicity, luminescence viability | inhibition, % at 5 µM | AID 1825, 2009 | 0.78% of 290,000 active; in the data active = inhibition above about 22%;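 note: 0% = plate median of test compound wells and 100% = cytotoxic reference compound wells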
KLF5 inh – KLF5 expression inhibitors, primary screen, DLD-1 cells, luminescence. DLD-1 KLF5 promoter-luciferase reporter. inhibition, % at 5 µM. 0.23% of 290,000 active. AID 1700, 2009;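 active = inhibition above a per-plate limit of that plate's mean compound inhibition plus 3 SD, cut at about 60% in these data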;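 note: 0% = DMSO wells and 100% = LY294002 at 200 µM; higher means less KLF5 promoter-driven luciferase light; inactives centre near -14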
HSP90 refold inh – HSP90 inhibitors, primary screen, cell lysate, luminescence | Rabbit reticulocyte lysate, luciferase refolding luminescence, 3 h | inhibition, % at 5.6 µM | 0.91% of 290,000 active | AID 1789, 2009;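 active = inhibition above the screen-wide mean plus 3 SD, computed separately per campaign, cut at about 16% in these data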;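 note: 0% = DMSO wells and 100% = 60 µM geldanamycin wells; inhibitors lower the luminescence because luciferase stays unfolded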
Active calls of the source: *; i = inactive; ? = inconclusive; / = no result given. A portion of the library; count on the stated rates, not on these rows.

Under each structure: HSF-1 act	GSK3B inh	AI-2 QS modul	GSK3 alpha inh	HSF1 inhib	PolyA inhibitor	aSyn UTR inh	IEC-6 cytotox	KLF5 inh	HSP90 refold inh
> CC(C)(C)C(=O)Nc1ccnn1C1CCN(C(=O)c2ccc(Cl)cc2F)CC1
→ -11.6	-0.6	5.5	-2.8	-1.9	i	8.4	3.5	3.1	2.1
> O=C(NC1CS(=O)(=O)CC1NCc1ccco1)c1ccccc1 (stereo unspecified)
→ -14.1	-7.1	4.8	-0.2	-6.2	i	-1.6	-7.4	-4.6	0.5
> CC(C)(C)c1nc(SCC(=O)NC2CCCC2)c2ccccc2n1
→ 5.5	1.5	3.5	-0.2	10.2	i	14.7	-1.5	-7.4	2.1
> COc1cc(/C=N/N(C)C)cc(Br)c1O
→ 44.5	-2.4	3.0	-3.4	3.3	i	-7.0	-4.7	-36.8	-1.2
> CC(C)CSc1nc2c(c(=O)[nH]c(=O)n2C)n1CC(O)COc1cccc2ccccc12 (stereo unspecified)
→ 2.5	-3.8	2.8	/	2.9	i	23.6	3.5	-2.7	1.9
> COc1ccc(CCNc2ccc(C(CC(N)=O)NC(=O)c3ccc(Br)cc3)cc2[N+](=O)[O-])cc1 (stereo unspecified)
→ 17.4	-0.1	10.3	-1.2	13.7	i	-8.8	/	/	/
> COc1ccc(N(CC(O)CN2CCOCC2)S(=O)(=O)c2ccc(C)cc2)cc1 (stereo unspecified)
→ 25.1	-1.6	22.5	-3.8	-1.4	i	-2.2	-4.4	-27.9	-2.4
> COc1cc(NC(=O)c2cccs2)c(C(=O)OCC(=O)NC(=O)NCc2ccccc2)cc1OC
→ -6.6	0.5	20.4	-5.9	1.0	i	25.6	-0.4	-20.8	4.5
> CC(=NCCN1CCN(C(C)=C2C(=O)c3ccccc3C2=O)CC1)C1=C(O)CC(C)(C)CC1=O
→ -14.2	2.4	32.5	-2.3	-4.0	i	1.7	7.3	4.3	3.3
> O=C(NC1CCCc2ccccc21)C1CCC(CNc2c(N3CCOCC3)c(=O)c2=O)CC1 (stereo unspecified)
→ /	/	/	3.0	/	/	/	6.4	-6.7	0.4
> CCc1nc(-c2ccc(OC)c(OC)c2)cc2cc(OC)c(OC)cc12
→ 2.4	-1.6	13.8	-0.6	-6.2	i	9.4	-1.3	-7.9	-2.6
> CC(C)OC(=O)CSc1nc(N)c(C#N)c(-c2cccs2)c1C#N
→ -3.1	-4.0	34.5	-18.2	1.1	i	-6.0	6.9	-25.2	4.3
> COc1cccc(CNC(=O)CCNC(=O)C2CCN(S(=O)(=O)c3ccc(F)cc3)CC2)c1
→ 4.8	-2.8	16.7	0.4	3.1	i	4.9	-2.0	-3.3	-5.9
> N#Cc1cn(CC(=O)NCCc2c[nH]c3ccccc23)c2ccccc12
→ 16.6	1.3	21.7	0.0	3.7	i	11.5	4.2	-10.3	-1.2
> CCOc1ccc(CNC(=O)C(CC)n2nc(C)n3c(cc4occc43)c2=O)cc1OC (stereo unspecified)
→ /	1.1	11.2	-2.2	/	i	7.0	-3.0	-14.9	1.4
> CS(=O)(=O)N(CCc1ccccc1)CC(=O)NCc1cccnc1
→ 4.2	-0.3	21.4	-1.6	-2.8	i	-5.3	-4.0	-36.3	-1.4
> N#Cc1cnn2c(C(F)(F)F)c3c(nc12)CCCC3
→ -7.8	0.9	23.9	-2.1	-2.5	/	6.4	0.9	-56.4	-1.9
> O=C(c1cccc(-c2ccc(O)cc2)c1)N1CCOCC1
→ 2.9	-0.9	17.4	2.5	6.7	i	-14.4	0.2	-54.1	1.5
> O=C(Nc1ccc(NC(=O)c2cccnc2)cc1)c1ccccc1
→ -5.8	0.7	17.8	-3.3	-4.1	i	1.0	3.6	-31.7	-2.7
> COC(=O)C1CCN(C(=O)C2CCN(C(=O)[C@H](C)NS(=O)(=O)c3ccc(C)cc3)CC2)CC1
→ -5.3	1.8	27.1	-1.4	-2.4	i	27.4	1.8	-18.7	-4.6
> CCOC(=O)c1nnn(-c2nonc2N)c1CN1CCCCCC1
→ 2.5	-9.2	21.6	5.9	-2.7	i	-10.5	1.8	18.6	4.8
> O=C(Oc1ccc(Br)cc1C(=S)N1CCOCC1)c1cccc([N+](=O)[O-])c1
→ -6.6	1.0	20.6	-2.0	-2.5	i	6.7	-2.0	-11.8	2.6
> COc1ccc(NC(=O)COC(=O)Cc2ccc(Br)cc2)cc1
→ 2.3	3.0	4.7	-3.4	-8.8	i	-17.3	-2.5	-6.0	-0.5
> CCC(=O)c1ccc(OCC(O)CNCCc2ccc(Cl)cc2)cc1 (stereo unspecified)
→ -8.9	-2.7	19.2	-3.2	3.3	i	7.4	3.9	-18.8	-0.2
> COc1cc(C)c(NC(=O)COc2ccc3c(c2)OCO3)cc1C
→ -0.5	1.1	11.6	-1.3	7.6	i	-52.9	-10.9	-33.0	-3.8
> Cc1ccc(NS(=O)(=O)c2ccc(NC(=O)C3CC3)cc2)cc1C
→ -0.5	0.6	4.1	/	-4.3	i	-1.8	-2.2	-10.4	0.2
> O=C(NCCOc1ccccc1)C1CCCCC1
→ 18.8	3.1	11.4	-7.4	18.5	i	-88.8	1.3	-129.8	15.3
> CCCCn1cnc2c(oc3nc4c(cc32)CCCC4)c1=O
→ 53.4*	-2.3	25.8	-0.6	11.9	i	-18.6	3.9	-104.4	9.8
> Cc1ccc(-c2noc(C3CCCN(S(=O)(=O)c4ccc(S(=O)(=O)N(C)C)cc4)C3)n2)o1 (stereo unspecified)
→ 10.8	3.1	8.7	-3.0	2.5	i	-14.7	2.6	-40.6	3.9
> Cc1ccc(-n2nnc3c(=O)n(CC(=O)N4CCC(C)CC4)cnc32)cc1
→ 8.5	-1.3	7.3	-1.3	-3.0	i	13.3	-2.3	-3.5	-1.6
> c1ccc(-c2nnc3sc(-c4csc5c4CCCC5)nn23)cc1
→ 5.2	2.9	5.3	-1.3	7.3	i	-42.2	-2.0	-23.1	3.7
> O=C(Nc1ccc(Nc2ccccc2)cc1)c1ccccc1F
→ 36.3	-0.9	-85.6*	-0.5	14.4	i	-174.2	10.6	-90.9	-0.9
> O=C1CC(c2ccccc2)CC(O)=C1C=NCc1ccc(Cl)cc1 (stereo unspecified)
→ 15.0	2.5	10.1	-1.3	-6.2	i	18.9	-1.6	5.5	-1.7
> Cc1cc(C(=O)NN=C2CCCCCCC2)c2ccccc2n1
→ -2.9	1.7	9.9	-1.0	-8.2	i	-17.7	/	/	/
> COc1ccc(CNC(=S)Nc2cccc(F)c2)cc1
→ -37.3	-5.8	-74.7	/	-29.0	i	-25.2	9.5	-34.0	0.0
> COc1ccc(N2CCN(C(CNC(=O)C(=O)NCCCn3ccnc3)c3ccco3)CC2)cc1 (stereo unspecified)
→ -2.3	4.0	6.4	0.7	-0.7	i	-3.5	-5.7	-16.8	1.1
> O=C(NC1C2CC3CC(C2)CC1C3)C1CC1 (stereo unspecified)
→ ?	-1.9	29.2	0.6	10.9	i	-6.1	0.6	-23.4	1.9
> CCn1c(=S)sc2c(=O)n(CC(=O)Nc3ccccc3)c(C)nc21
→ -4.0	6.1	12.7	0.9	-1.1	i	20.1	4.1	-9.2	-4.7

Some of the entries above in a different format:
smiles	HSF-1 act	GSK3B inh	AI-2 QS modul	GSK3 alpha inh	HSF1 inhib	PolyA inhibitor	aSyn UTR inh	IEC-6 cytotox	KLF5 inh	HSP90 refold inh
COc1cc(NC(=O)c2cccs2)c(C(=O)OCC(=O)NC(=O)NCc2ccccc2)cc1OC	-6.6	0.5	20.4	-5.9	1.0	i	25.6	-0.4	-20.8	4.5
COc1cccc(CNC(=O)CCNC(=O)C2CCN(S(=O)(=O)c3ccc(F)cc3)CC2)c1	4.8	-2.8	16.7	0.4	3.1	i	4.9	-2.0	-3.3	-5.9
CCOC(=O)c1nnn(-c2nonc2N)c1CN1CCCCCC1	2.5	-9.2	21.6	5.9	-2.7	i	-10.5	1.8	18.6	4.8
N#Cc1cn(CC(=O)NCCc2c[nH]c3ccccc23)c2ccccc12	16.6	1.3	21.7	0.0	3.7	i	11.5	4.2	-10.3	-1.2
O=C(c1cccc(-c2ccc(O)cc2)c1)N1CCOCC1	2.9	-0.9	17.4	2.5	6.7	i	-14.4	0.2	-54.1	1.5
